# Compound activity: PubChem, Southern Research Specialized Biocontainment Screening Center
# H37Rv inhibition = M. tuberculosis growth inhibition, HTS (AID 449762). 330,000 compounds, 0.59% hits. M. tuberculosis H37Rv growth inhibition, 7H9 media; higher % means a stronger effect. one-dose inhibition, % at 25 µM; IC50 in µM for titrated hits; in the data active = a potency from the dose series; inconclusive = inhibition above about 70% without an active follow-up result;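 also: bacterial growth assessed after seven days of incubation; strong numbers were not always called active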
# inhibitors of VEEV = inhibitors of VEEV TC-83 cytopathic effect, confirmation, Vero cells (AID 588727); 350,000 compounds, 0.13% hits; inhibition, % at 20 µM; hits with a dose series show IC50 in µM; Vero cells, VEEV TC-83 cytopathic effect inhibition; higher % means a stronger effect; in the data active = a potency from the dose series; inconclusive = inhibition mostly from about 14% at the one dose, without a potency; inactive = the rest, 99 in 100 with inhibition below about 12%; also: strong numbers were not always called active
# influenza NS1A = H1N1 influenza NS1A inhibitors, functional cell based assay (AID 504329) | NS1A functional cell-based assay, percent inhibition; higher % means a stronger effect | one-dose inhibition, % at 12.5 µM; IC50 in µM for titrated hits | 340,000 compounds, 0.3% hits; in the data active = a potency from the dose series; inconclusive = inhibition above about 27% without an active follow-up result; also: strong numbers were not always called active
# M. tuberculosis = growth inhibition of non-replicating M. tuberculosis (AID 488890); 320,000 compounds, 0.39% hits; inhibition, % at 25 µM; hits with a dose series show IC50 in µM; Mycobacterium tuberculosis non-replicating, growth inhibition; higher % means a stronger effect; in the data active = a potency from the dose series; inconclusive = inhibition mostly from about 82% at the one dose, without a potency; inactive = the rest, 99 in 100 with inhibition below about 76%;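 also: plate controls were DMSO cells for no effect and high antibiotic wells for full effect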
# Salmonella PhoP GFP = Inhibition of PhoP regulon, Salmonella typhi GFP reporter cells, confirmation, 4 h (AID 1850). Salmonella Typhi PhoP-promoter GFP reporter, fluorescence, 4 h; higher % means a stronger effect. one-dose inhibition, % at 50 µM; IC50 in µM for titrated hits. 310,000 compounds, 0.33% hits; in the data active = a potency from the dose series; inconclusive = inhibition mostly from about 25% at the one dose, without a potency; inactive = the rest, 99 in 100 with inhibition below about 19%;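 also: 0% = induced wells with vehicle and 100% = uninduced wells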
# inhibitors of VEEV 10K pilot screen = recorded beside inhibitors of VEEV, whose call it bears; inhibition, %; measured here: 10K pilot screen inhibition
# Active calls of the source: *; i = inactive; ? = inconclusive; . = no result given. Rows were taken by chance; any-hit rate near 1.5%.
# A first look, 16 compounds:
SMILES,H37Rv inhibition,inhibitors of VEEV,influenza NS1A,M. tuberculosis,Salmonella PhoP GFP,others
CC1(c2ccc3ccccc3c2)NC(=O)N(CC(=O)NCC(C)(C)N2CCOCC2)C1=O (stereo not given),1.9%,i,-4.2%,-6.7%,6.8%,
CCc1nc(Nc2ccc3nccnc3c2)c2oc3ccccc3c2n1,3.3%,7.6%,-7.7%,8.0%,4.8%,
CC(=O)N(c1nnc(-c2cccc(C)c2)s1)C1CCCC1,5.5%,3.1%,6.3%,61.7%,-3.8%,
COCCN(C(=O)COC(=O)c1cc2ccccc2cc1OC)c1c(N)n(Cc2ccccc2)c(=O)[nH]c1=O,-2.1%,3.6%,-6.7%,6.0%,4.8%,
CC1CCN(c2nc3c(=O)[nH]c(N)nc3n2[C@@H]2O[C@H](CO)[C@@H](O)[C@H]2O)CC1,-5.1%,0.9%,20.3%,-7.6%,1.3%,
Cc1ccc(NC(=O)CSc2ncccn2)c([N+](=O)[O-])c1,-8.1%,1.3%,3.9%,-18.4%,5.5%,
CC(C)(C)NC(=O)NC(=O)CN1CCN(c2ncc(C(F)(F)F)cc2Cl)CC1,3.4%,0.5%,-4.0%,40.4%,2.2%,
O=C(NC1CCCCCC1)C1CCN(c2nc3ccccc3o2)CC1,4.2%,0.8%,25.6%,7.1%,8.2%,
COc1ccc(NCc2ccc([N+](=O)[O-])s2)c(OC)c1,65.9%,0.7%,18.6%,?,-11.2%,
COc1ccc(CNC(=O)COC(=O)c2ccccc2OCC(=O)Nc2ccc(SC(F)F)cc2)cc1,4.4%,9.0%,2.7%,-19.3%,-0.2%,
COCc1ccc(C(=O)N(C)C2CCCN(Cc3ccccc3F)C2)o1 (stereo not given),0.5%,4.7%,15.0%,19.1%,-3.6%,
CCOc1ccc(NC(=S)N2CCC(C(N)=O)CC2)cc1,-2.0%,1.0%,16.0%,-7.6%,-10.5%,
CCc1ccc(/C=N/Nc2ncnc3nc[nH]c23)cc1,-10.2%,1.6%,-5.7%,7.5%,12.1%,
COc1ccc2ncn(-c3ccccc3)c2c1,7.8%,7.6%,-15.7%,9.3%,-6.3%,
Cc1nn(-c2ccc(Cl)cc2)c(NC(=O)C(C)C)c(-c2ccccc2)c1=O,26.5%,i,7.6%,-6.5%,-0.9%,
CCN1C(=O)/C(=C\c2cccn2-c2ccc([N+](=O)[O-])cc2)N(CC)C1=S,6.4%,0.7%,-7.9%,7.7%,-1.6%,

# Results, from the first entry:
SMILES,H37Rv inhibition,inhibitors of VEEV,influenza NS1A,M. tuberculosis,Salmonella PhoP GFP,others
CC1(c2ccc3ccccc3c2)NC(=O)N(CC(=O)NCC(C)(C)N2CCOCC2)C1=O (stereo not given),1.9%,i,-4.2%,-6.7%,6.8%,
CCc1nc(Nc2ccc3nccnc3c2)c2oc3ccccc3c2n1,3.3%,7.6%,-7.7%,8.0%,4.8%,
CC(=O)N(c1nnc(-c2cccc(C)c2)s1)C1CCCC1,5.5%,3.1%,6.3%,61.7%,-3.8%,
COCCN(C(=O)COC(=O)c1cc2ccccc2cc1OC)c1c(N)n(Cc2ccccc2)c(=O)[nH]c1=O,-2.1%,3.6%,-6.7%,6.0%,4.8%,
CC1CCN(c2nc3c(=O)[nH]c(N)nc3n2[C@@H]2O[C@H](CO)[C@@H](O)[C@H]2O)CC1,-5.1%,0.9%,20.3%,-7.6%,1.3%,
Cc1ccc(NC(=O)CSc2ncccn2)c([N+](=O)[O-])c1,-8.1%,1.3%,3.9%,-18.4%,5.5%,
CC(C)(C)NC(=O)NC(=O)CN1CCN(c2ncc(C(F)(F)F)cc2Cl)CC1,3.4%,0.5%,-4.0%,40.4%,2.2%,
O=C(NC1CCCCCC1)C1CCN(c2nc3ccccc3o2)CC1,4.2%,0.8%,25.6%,7.1%,8.2%,
COc1ccc(NCc2ccc([N+](=O)[O-])s2)c(OC)c1,65.9%,0.7%,18.6%,?,-11.2%,
COc1ccc(CNC(=O)COC(=O)c2ccccc2OCC(=O)Nc2ccc(SC(F)F)cc2)cc1,4.4%,9.0%,2.7%,-19.3%,-0.2%,
COCc1ccc(C(=O)N(C)C2CCCN(Cc3ccccc3F)C2)o1 (stereo not given),0.5%,4.7%,15.0%,19.1%,-3.6%,
CCOc1ccc(NC(=S)N2CCC(C(N)=O)CC2)cc1,-2.0%,1.0%,16.0%,-7.6%,-10.5%,
CCc1ccc(/C=N/Nc2ncnc3nc[nH]c23)cc1,-10.2%,1.6%,-5.7%,7.5%,12.1%,
COc1ccc2ncn(-c3ccccc3)c2c1,7.8%,7.6%,-15.7%,9.3%,-6.3%,
Cc1nn(-c2ccc(Cl)cc2)c(NC(=O)C(C)C)c(-c2ccccc2)c1=O,26.5%,i,7.6%,-6.5%,-0.9%,
CCN1C(=O)/C(=C\c2cccn2-c2ccc([N+](=O)[O-])cc2)N(CC)C1=S,6.4%,0.7%,-7.9%,7.7%,-1.6%,
COc1ccc(NC(=O)CSc2ccc3nnc(-c4cccnc4)n3n2)cc1OC,-2.1%,0.6%,1.4%,-0.2%,0.3%,
CCn1c2ccccc2c2cc(/C=N/n3c(-c4cc(C)[nH]n4)n[nH]c3=S)ccc21,4.0%,7.9%,-15.9%,-8.4%,-21.9%,
COc1ccc(/C(C)=N/NC(=O)c2ccc(NS(=O)(=O)c3cccs3)cc2)cc1,8.2%,2.9%,-5.3%,-3.5%,-5.5%,
NS(=O)(=O)c1cccc(NC(=O)C2CC(=O)N(Cc3ccco3)C2)c1 (stereo not given),-3.4%,i,-0.2%,-6.1%,6.8%,
O=C(NNC(=O)c1nn(-c2ccc(F)cc2)ccc1=O)c1ccccc1Cl,-9.1%,i,4.1%,2.7%,16.4%,
CN1CCC(CC(C(=O)N2CCCC2)(c2ccccc2)c2ccccc2)C1 (stereo not given),.,i,13.6%,.,.,
Cc1csc(=Nc2cccnc2)n1CC1CCCCC1,-0.5%,1.0%,17.9%,i,13.1%,
O=C(OCC(=O)N1CCN(c2ccccc2)CC1)c1cccc(Cl)c1,-14.8%,0.1%,-0.9%,71.3%,-1.1%,
Clc1ccc(-c2cc3ccccc3[nH]2)cc1,-3.0%,4.9%,-2.4%,27.7%,6.8%,

# Next part.
SMILES,H37Rv inhibition,inhibitors of VEEV,influenza NS1A,M. tuberculosis,Salmonella PhoP GFP,others
CN1C(c2ccccc2)=NO[C@]1(C)c1ccccc1,18.3%,0.7%,-3.2%,11.6%,12.8%,
Cc1cc(NC(=O)CCC(=O)N(CC(=O)NC2CCCC2)c2ccccc2)no1,-2.9%,0.7%,7.5%,6.1%,3.6%,
Cc1ccc(OCCCC(=O)Nc2ccc(S(N)(=O)=O)cc2)cc1,7.2%,1.1%,-4.3%,13.2%,-4.9%,
CCOC(=O)c1nn(-c2ccc(C)cc2)cc1C(=O)c1ccccc1,-2.7%,2.4%,2.4%,55.9%,-2.6%,
CNC(=S)NNC(=O)c1ccc2c(c1)OCO2,-4.5%,0.5%,-8.4%,-13.0%,-6.8%,
CCCC(CCC(=O)Nc1cccc([N+](=O)[O-])c1)C(=O)O (stereo not given),-1.3%,1.3%,12.6%,-11.7%,3.3%,
c1nc(N2CCCC2)c2[nH]cnc2n1,-3.3%,0.2%,6.3%,13.9%,6.5%,
COc1cc2ccccc2cc1C(=O)OCC(=O)NC1CCS(=O)(=O)C1 (stereo not given),-2.5%,i,2.6%,0.5%,6.7%,
NS(=O)(=O)c1ccc(NC(=O)CSc2ncnc3ccccc23)cc1,0.1%,1.1%,-4.8%,8.6%,-4.2%,
CC(=O)c1sc(=S)n(Cc2ccccc2)c1C,0.6%,0.6%,-0.7%,-0.9%,8.5%,
Cc1ccc(N/C=C/C(=O)c2ccccc2)cc1Br,?,1.4%,26.9%,25.3%,-2.8%,
CCOC(=O)CN1C(=O)NC2NC(=O)NC21 (stereo not given),-3.6%,2.7%,-33.3%,-7.1%,1.8%,
CC(=O)Nc1cccc(OC(=O)COc2ccc(Br)cc2)c1,-3.5%,0.5%,5.0%,15.8%,-0.8%,
COC(=O)c1ccc(C(=O)N(C)C2CCCN(Cc3ccccc3F)C2)cc1 (stereo not given),-6.0%,i,-4.0%,-8.3%,0.8%,
Cc1ccccc1NC(=S)N1CCCC(c2nc3ccccc3[nH]2)C1 (stereo not given),0.0%,0.6%,-13.8%,16.3%,-3.1%,
COC(=O)C[C@H]1c2cc(C(F)(F)F)ccc2S(=O)(=O)N1C(C)(C)C,5.4%,1.6%,5.1%,24.7%,-3.7%,
COCCn1c(N)c(N(Cc2ccccc2)C(=O)COc2ccccc2F)c(=O)[nH]c1=O,-7.9%,0.5%,3.1%,-4.3%,.,
CCN(CC)S(=O)(=O)c1ccc(NC(=O)CO/N=C(\N)c2ccccc2)cc1,-6.7%,5.0%,-4.1%,9.8%,1.2%,
Cc1nc2ccccc2c(=O)n1/N=C/c1ccccc1Cl,1.6%,2.3%,-28.1%,-15.2%,0.3%,
CCCNC(=O)c1nnsc1S(=O)c1ccc(Cl)cc1 (stereo not given),.,i,2.9%,.,.,inhibitors of VEEV 10K pilot screen=0.0
CCCC1NC(=S)N(C2CCCCC2)C1=O (stereo not given),8.3%,2.7%,3.5%,-10.1%,-2.6%,
COc1ccccc1Oc1ccc(S(=O)(=O)N2CCOCC2)cc1S(=O)(=O)N1CCOCC1,0.2%,2.3%,14.1%,1.6%,8.7%,
CC(=O)c1ccc(N2CCN(S(=O)(=O)c3ccc4c5c3CC(=O)N5CC(C)S4)CC2)cc1 (stereo not given),-0.8%,2.8%,0.2%,-3.5%,1.4%,
CN(C1(C)CCS(=O)(=O)C1)S(=O)(=O)c1cccc([N+](=O)[O-])c1 (stereo not given),-5.5%,i,-3.0%,3.9%,5.0%,
O=C(NCCc1ccccc1)c1cccc(NC(=O)C2CC2)c1,.,i,-13.8%,.,.,

# Later entries.
SMILES,H37Rv inhibition,inhibitors of VEEV,influenza NS1A,M. tuberculosis,Salmonella PhoP GFP,others
CC(=O)Nc1ccc(S(=O)(=O)c2ccc(C)cc2)cc1,-6.5%,0.2%,-18.0%,-14.6%,10.9%,
Cc1nc(NC(=O)c2ccc3c(c2)OCCO3)ccc1Br,-4.6%,6.8%,12.6%,10.3%,0.1%,
c1cncc(CNCCc2ccc3c(c2)OCO3)c1,-0.3%,0.2%,1.5%,0.9%,2.3%,
Cc1ccccc1C(=O)Nc1ccc(-c2nc3ccc(C(=O)c4ccccc4)cc3[nH]2)cc1,99.1%,3.1%,-17.9%,21.3%,-15.1%,
CC(=O)N1CCc2c(sc(NC(=O)C3COc4ccccc4O3)c2C(N)=O)C1 (stereo not given),-6.5%,7.9%,-0.8%,23.2%,-5.9%,
CCNC(=O)c1ccccc1NC(=O)C1CC(=O)N(C(C)C)C1 (stereo not given),1.6%,i,-11.6%,-13.6%,-1.2%,
S=c1[nH]nc(-c2ccccn2)n1/N=C/c1ccc(Br)s1,-10.7%,1.6%,6.2%,-24.7%,-4.4%,
C=CCOc1c(Cl)cc(CNc2ccc3[nH]c(=O)[nH]c3c2)cc1OC,20.5%,i,3.9%,36.3%,4.2%,
C=C1CCN([C@H](C(=O)NCc2cc(OC)c(OC)c(OC)c2)C(C)C)S(=O)(=O)c2ccccc21,-1.0%,i,-0.8%,1.1%,-0.8%,
CN(c1ccccc1)S(=O)(=O)c1ccc(Cl)c(C(=O)OCC(=O)NCc2ccco2)c1,7.5%,0.7%,0.8%,-9.4%,2.9%,
C=CCn1cnc2c(nnn2-c2ccc(C)c(Cl)c2)c1=O,6.7%,4.7%,-2.1%,7.7%,-4.2%,
O=C(COC(=O)CCc1nc2ccccc2s1)NCc1ccco1,2.4%,0.2%,1.9%,19.1%,-12.6%,
Cc1cc([N+](=O)[O-])ccc1NC(=O)c1cncc(Br)c1,9.4%,0.9%,-4.6%,-10.7%,-0.9%,
Cc1cc(C)c2[nH]c(O)c(N=Nc3ccc(C(=O)O)cc3)c2c1,7.2%,11.9%,10.9%,9.0%,-0.6%,
O=C(Cn1cccc1C(=O)c1ccccc1)NCc1ccccc1Cl,4.8%,0.4%,-15.9%,-0.9%,-6.4%,
CC(=O)Nc1ccc(NC(=O)C2CCN(S(=O)(=O)c3ccc4c(c3)OCCO4)CC2)cc1,-11.1%,1.6%,-0.9%,11.5%,.,
COc1cccc(C2=CC(c3cccc(OC)c3OC(F)F)n3nnnc3N2)c1 (stereo not given),3.9%,3.2%,-21.0%,6.3%,-19.5%,
